CatB mix inh: human cathepsin B inhibition by mixtures | inhibition, %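 (ten-compound pools at 5 µM per compound and 50 µM total)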 | P07858 | Purified cathepsin B, AMC dipeptide fluorescence, compound mixtures | AID 488 | 0.06% of 62,000 active; in the data active = inhibition above about 22%, passing the limit was not always enough;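 also: 0% = enzyme without compound and 100% = no enzyme blank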
CatL inh: blocks human cathepsin L protease activity. purified cathepsin L, fluorogenic substrate, fluorescence. inhibition, %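 (tested at 10 µM)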. 0.17% of 58,000 active; in the data active = inhibition above about 45%;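 also: 0% = enzyme with no compound and 100% = no enzyme blank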
Target sequence (P07711 114-288 limits assumed): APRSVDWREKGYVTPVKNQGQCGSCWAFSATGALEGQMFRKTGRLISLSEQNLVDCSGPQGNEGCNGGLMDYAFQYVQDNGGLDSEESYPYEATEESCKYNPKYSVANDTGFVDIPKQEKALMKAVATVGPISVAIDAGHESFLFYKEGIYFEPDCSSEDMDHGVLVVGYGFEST
Target sequence (P07711 292-333 limits assumed): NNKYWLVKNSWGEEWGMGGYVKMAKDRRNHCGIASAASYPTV
CatG inh: blocks human cathepsin G enzyme activity. P08311. purified enzyme, AMC-tetrapeptide fluorescence, pooled mixtures. 0.2% of 62,000 active. inhibition, % at 5 µM (by protocol);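 active = inhibition above 20% in each of the two mixture wells holding the compound; inactive = inhibition of 20% or less in either well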;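 also: 0% = enzyme control without mixture and 100% = blank lacking enzyme; strong numbers were not always called active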
FXIIa inh mix: factor XIIa (human) inhibition, mixture screen | inhibition, % at 5 µM | purified FXIIa, fluorogenic substrate, pooled mixtures | 0.2% of 62,000 active | P00748;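 also: 0% = enzyme without compound and 100% = no enzyme blank; some results filed as inactive read as strong as hits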
FXIa mix inh: inhibitors of human coagulation factor XIa, pooled mixtures | P03951 | purified FXIa, fluorogenic substrate | inhibition, % at 5 µM | 0.19% of 62,000 active | AID 680;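 also: each value is inhibition by a whole ten-compound pool holding the compound; 0% = enzyme with no mixture and 100% = wells lacking enzyme; strong numbers were not always called active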
AP ELISA ortho: alternative pathway complement inhibition, orthogonal assay; 0.08% of 62,000 active; inhibition, % at 5 µM; Human serum alternative complement pathway, LPS-coated ELISA, C3 deposition; tested in compound mixtures;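 active = inhibition above 30% in each of the two pooled mixtures holding the compound, so the lower value exceeds 30%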;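 also: 0% = serum in Mg-EGTA without compound and 100% = EDTA serum blank; some compounds past the cut are filed as inactive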
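Test system – human serum alternative complement pathway, C3 deposition on LPS-coated wells · Buffer or medium – diluted human serum in Mg2+-EGTA GVB++ · Compound dosing – 5 µM each compound, pools of ten, 50 µM per pool · Schedule – 1 h serum-compound exposure at 37 °C · Measured by – Anti-C3 ELISA, OD 450 nm · Read-out basis – percent inhibition of C3 deposition onto LPS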
CatB inh: human cathepsin B inhibition; purified cathepsin B, fluorogenic substrate, fluorescence; 0.1% of 63,000 active; inhibition, %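 (tested at 10 µM)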; P07858; in the data active = inhibition above about 21%;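 also: 0% = enzyme with no compound and 100% = no enzyme blank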
CatS inh: inhibitors of human cathepsin S. P25774. recombinant cathepsin S, AMC dipeptide fluorescence, pooled mixtures. inhibition, %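 (tested at 5 µM per compound within 10-compound mixtures)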. 0.06% of 62,000 active. AID 501; in the data active = inhibition above about 32%, passing the limit was not always enough;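 also: 0% = enzyme without compound and 100% = blank without enzyme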
C1s inh: blocks human complement C1s protease activity; P09871; purified C1s, fluorogenic AMC substrate, pooled mixtures; mean inhibition % of two 10-compound mixtures (active compounds read high), % at 5 µM (by protocol); 0.16% of 62,000 active; AID 538;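 active = inhibition above 20% in each of the two 10-compound mixture wells holding the compound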;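 also: 0% = enzyme wells lacking compound mixture and 100% = no-enzyme blank wells; some compounds called inactive have numbers as strong as hits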
Target sequence (P09871 16-437 limits assumed): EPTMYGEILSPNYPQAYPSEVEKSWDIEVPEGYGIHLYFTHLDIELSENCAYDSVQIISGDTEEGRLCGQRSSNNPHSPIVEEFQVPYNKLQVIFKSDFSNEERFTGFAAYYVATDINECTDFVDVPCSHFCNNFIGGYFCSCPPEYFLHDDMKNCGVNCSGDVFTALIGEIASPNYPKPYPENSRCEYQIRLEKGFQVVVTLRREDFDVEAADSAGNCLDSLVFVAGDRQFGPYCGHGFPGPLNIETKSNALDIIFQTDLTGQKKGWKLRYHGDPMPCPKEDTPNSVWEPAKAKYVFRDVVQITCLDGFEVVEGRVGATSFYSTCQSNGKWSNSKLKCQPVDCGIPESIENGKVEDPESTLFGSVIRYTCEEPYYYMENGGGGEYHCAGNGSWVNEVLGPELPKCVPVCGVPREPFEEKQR
Target sequence (P09871 438-688 limits assumed): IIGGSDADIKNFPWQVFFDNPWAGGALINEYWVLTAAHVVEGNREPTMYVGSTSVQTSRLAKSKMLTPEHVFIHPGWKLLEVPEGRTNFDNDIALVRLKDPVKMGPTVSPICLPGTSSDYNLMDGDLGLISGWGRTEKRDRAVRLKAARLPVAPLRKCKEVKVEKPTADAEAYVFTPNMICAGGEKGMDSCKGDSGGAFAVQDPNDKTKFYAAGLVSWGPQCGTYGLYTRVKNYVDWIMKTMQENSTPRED
* hit, by the source's call; . = not tested or not shown. Rule as the data show it, unless noted: active = inhibition above about 20% (passing the limit was not always enough); inactive = the rest. Not all compounds are listed (hit frequency here may not be typical).

SMILES,AP ELISA ortho,C1s inh,CatL inh,CatG inh,CatB inh,CatB mix inh,CatS inh,FXIa mix inh,FXIIa inh mix
Cc1cc(N2CCOCC2)nc2ccc(NC(=O)CCC(=O)N3CCC4(CC3)OCCO4)cc12,12,1,-4,4,3,1,-7,4,2
CCOC(=O)C1CCN(/C=C2/C(=O)NC(=O)N(Cc3ccco3)C2=O)CC1,19,-6,7,12,5,6,7,-4,6
CCOc1ccccc1-n1c(O)c(C=NCc2ccc3c(c2)OCO3)c(=O)[nH]c1=O,-3,-61,20,-1,4,-3,9,5,2
O=c1[nH]c(=O)n(Cc2ccccc2)c(O)c1C=NCCCn1ccnc1,8,-26,-15,4,2,-3,-15,0,-4
Cn1c(O)c(C=NCCCN2CCCC2=O)c(=O)n(C)c1=O,11,-15,12,8,0,-5,-14,-1,19
COc1ccc(C2C(C(=O)N3CCC4(CC3)OCCO4)c3cc(OC)c(OC)cc3C(=O)N2C)cc1 (centres undefined),16,-55,6,5,-3,-1,-12,5,3
CCCN1C2CCCC1CC(NC(C)=O)C2 (centres undefined),-11,2,9,-1,3,1,2,1,-20
C=C1CC[C@@]2(O)[C@H]3Cc4ccc(O)c5c4[C@@]2(CCN3CC2CC2)[C@H]1O5,-4,4,-4,-7,5,5,8,6,2
O=C(c1ccc2c(c1)OCO2)N1CCC2(CC1)OCCO2,8,-44,-9,-8,3,0,-9,0,8
Cc1cccc(-n2c(CN3C(=O)c4ccccc4C3=O)nc3ccccc3c2=O)n1,5,2,-6,0,-5,4,-5,7,6
Cc1ccccc1-n1c(O)c(C=NCCN2CCOCC2)c(=O)[nH]c1=O,-1,4,5,3,5,6,11,-1,-1
Cn1c(C(=O)N2CCC3(CC2)OCCO3)cc2c(=O)n(C)c3ccccc3c21,5,-34,16,5,0,5,11,9,1
Cc1ccc2c(c1)[C@@H]1CN(C)CC[C@@H]1N2C(=O)Nc1cccc(C(F)(F)F)c1,-7,-1,0,11,8,-8,-8,3,4
CCC(C)N1C(=O)NC(=O)C2(Cc3c(ccc4ccccc34)N(C)C2)C1=O (centres undefined),-6,-3,16,-4,1,1,-5,3,0
CC(Oc1ccc(-c2ccccc2)cc1)C(=O)O (centres undefined),14,-3,1,0,-2,8,1,4,12
COC(=O)C1C2c3ccccc3OC1(C)N=c1s/c(=C/c3cnn(C)c3)c(=O)n12 (centres undefined),12,22,-2,17,-4,39,-3,32,4
CCOC(=O)C(O)(c1ccc(N(CC)S(=O)(=O)c2ccccc2)cc1)C(F)(F)F (centres undefined),0,17,8,9,4,-1,-1,9,7
Cn1c(=O)n(CC(=O)N2CCC3(CC2)OCCO3)c(=O)c2ccccc21,14,15,-3,9,2,3,0,5,3
CC#CP(=O)(OCC)C(O)(c1ccccc1)C(F)(F)F (centres undefined),9,-12,3,7,-3,-3,9,3,10
Cc1c(C(=O)N2CCC3(CC2)OCCO3)sc2ncnc(N3CCN(c4ccccn4)CC3)c12,7,3,0,2,2,0,0,10,9
CCN1CCN(C(=O)COc2ccc(S(=O)(=O)N(C)Cc3ccccc3)cc2)CC1,3,-29,12,7,6,-1,10,5,-19
Cc1nc2c(-c3ccc(F)cc3)c(C)nn2c(C)c1CCC(=O)N1CCC2(CC1)OCCO2,17,-29,-7,5,2,1,-8,-3,4
Cc1ccc2c(c1)CNc1ccccc1O2,3,17,10,9,1,4,11,5,8
Cn1c(O)c(C=NC2C(=O)C3(C)CCC2C3(C)C)c(=O)n(C)c1=O (centres undefined),-1,6,4,8,-1,3,-1,1,1
CCOC(=O)C1=C(C)N(C)C2(C)CC1c1ccccc1O2 (centres undefined),0,2,7,-3,1,-5,2,-7,-5
Cc1cc(N2C(=O)C3CCCN3C2c2ccccc2)no1 (centres undefined),7,-32,16,4,2,6,12,14,5
Cc1ccc(CN2C(=O)NC(=O)C3(Cc4c(nc5ccccn5c4=O)N4CCCCCC43)C2=O)cc1 (centres undefined),16,-1,-9,-2,-4,-6,-6,7,-1
CN1CCN(c2ccc(N)c(N3CCN(C)CC3)c2)CC1,6,-2,2,7,0,1,-5,6,-3
CN(C)CC#CCOCCOCCC#N,8,2,4,8,0,-5,-4,1,4
O=C(Nc1cccc(OC(=O)N2CCOCC2)c1)N1CCOCC1,0,13,11,10,7,2,14,0,5
CCN(CC)C(=O)c1ccc(N2C(=O)C3CC=C(Cl)CC3C2=O)cc1 (centres undefined),-2,6,10,10,3,-1,7,4,4
COc1ccccc1N1CCN(C(CNC(=O)Oc2ccccc2)c2cccnc2)CC1 (centres undefined),7,-51,17,-5,-1,2,8,5,2
C[N+]1(C)CCN(c2ccccc2)CC1,16,0,8,2,-1,7,2,5,1
CCCCn1c(O)c(C(CC)=Nc2cccc(C(=O)O)c2)c(=O)[nH]c1=O,16,1,-1,5,3,-7,-6,0,7
CCOC(=O)c1c(N)n(CCN2CCCCC2)c2nc3ccccc3nc12,9,-79,-150,-2,-2,-3,-5,-10,1
CC1(C)C(c2ccccc2)=NC(c2cccnc2)=[N+]1[O-],13,9,-6,31,8,2,-7,1,0
CCC(=NC1CC1)c1c(O)n(C2CCCCC2)c(=O)[nH]c1=O,23,-12,-3,4,-1,-1,-18,-6,-1
CC(=O)C1C2c3ccccc3OC1(C)N=c1s/c(=C/c3cn(C)nc3C)c(=O)n12 (centres undefined),16,16,-4,12,2,5,-5,8,5
CCN(CC)c1ccc(N=Cc2c(O)n(CCC3=CCCCC3)c(=O)[nH]c2=O)cc1,13,-32,-6,-3,2,-3,6,4,3
CCOC(=O)N1CCN(C(C)C(=O)c2c[nH]c3ccccc23)CC1 (centres undefined),-10,-42,5,-9,6,0,3,3,0
COc1cc(OC)c(OC)cc1CNC(C)C(O)c1ccccc1 (centres undefined),1,-47,-4,4,2,-6,5,-3,11
O=P1(NCc2ccco2)COc2ccccc2OC1,-6,-3,22,10,1,-5,-3,0,-15
O=c1[nH]c(=O)n(-c2cccc(Cl)c2)c(O)c1C=NCCCN1CCOCC1,-6,-15,-1,0,2,-1,8,-3,11
Cc1nn(C)c(C)c1P(=S)(c1c(C)nn(C)c1C)N(C)C,-4,-15,4,-6,5,2,9,-4,6
CC(=NCCCN1CCOCC1)c1c(O)[nH]c(=O)[nH]c1=O,11,-1,17,-2,-2,-1,9,1,7
COCc1c(CN)cnc(C)c1N,5,3,24,0,2,-1,0,4,-4
Cc1cc(OCC(=O)NC2CCS(=O)(=O)C2)c2c3c(c(=O)oc2c1)CCC3 (centres undefined),1,-34,-31,-11,4,-1,-4,-24,1
Oc1ccc(C2NCc3ccccc3-n3cccc32)cc1Cl (centres undefined),-4,7,29,10,2,1,15,1,11
CCCCn1c(O)c(C(CC)=NCCc2ccccc2)c(=O)[nH]c1=O,19,-4,14,4,2,-2,-2,-2,-13
OCCN(CC#CC(O)(c1ccccc1)C1CCCC1)CCO (centres undefined),3,-8,.,-2,-1,1,-4,6,-1

Some values from the entries so far:
Cc1cc(OCC(=O)NC2CCS(=O)(=O)C2)c2c3c(c(=O)oc2c1)CCC3 (centres undefined) in C1s inh reads -34
Cc1ccc(CN2C(=O)NC(=O)C3(Cc4c(nc5ccccn5c4=O)N4CCCCCC43)C2=O)cc1 (centres undefined) in CatS inh reads -6
O=c1[nH]c(=O)n(-c2cccc(Cl)c2)c(O)c1C=NCCCN1CCOCC1 in CatB mix inh reads -1
O=P1(NCc2ccco2)COc2ccccc2OC1 in CatB inh reads 1

Part of the list above, as labelled records.
CC(=NCCCN1CCOCC1)c1c(O)[nH]c(=O)[nH]c1=O
  AP ELISA ortho = 11	C1s inh = -1	CatL inh = 17	CatG inh = -2	CatB inh = -2	CatB mix inh = -1	CatS inh = 9	FXIa mix inh = 1	FXIIa inh mix = 7

COCc1c(CN)cnc(C)c1N
  AP ELISA ortho = 5	C1s inh = 3	CatL inh = 24	CatG inh = 0	CatB inh = 2	CatB mix inh = -1	CatS inh = 0	FXIa mix inh = 4	FXIIa inh mix = -4

Cc1cc(OCC(=O)NC2CCS(=O)(=O)C2)c2c3c(c(=O)oc2c1)CCC3 (centres undefined)
  AP ELISA ortho = 1	C1s inh = -34	CatL inh = -31	CatG inh = -11	CatB inh = 4	CatB mix inh = -1	CatS inh = -4	FXIa mix inh = -24	FXIIa inh mix = 1

Oc1ccc(C2NCc3ccccc3-n3cccc32)cc1Cl (centres undefined)
  AP ELISA ortho = -4	C1s inh = 7	CatL inh = 29	CatG inh = 10	CatB inh = 2	CatB mix inh = 1	CatS inh = 15	FXIa mix inh = 1	FXIIa inh mix = 11

Additional entries follow:
SMILES,AP ELISA ortho,C1s inh,CatL inh,CatG inh,CatB inh,CatB mix inh,CatS inh,FXIa mix inh,FXIIa inh mix
O=C(C1CCC(=O)N1C1CCCCC1)N1CCC2(CC1)OCCO2 (centres undefined),3,10,12,10,5,0,-4,5,-3
CN1C(=O)N(C)C(=O)C2(Cc3c(nc4ccccn4c3=O)N3CCc4ccccc4C32)C1=O (centres undefined),4,3,-11,-2,1,1,-2,3,-1
Cc1ccc(Cn2nnnc2CN2CCC(n3nnc4cc(C)ccc43)CC2)cc1,11,-14,-8,-2,2,0,-7,9,-20
CC(=Nc1ccc2c(c1)CCC2)c1c(O)n(C)c(=O)n(C)c1=O,-21,4,6,-2,8,3,12,7,6
COc1ccc(CN2CCN(c3ccccc3F)CC2)c(OC)c1,7,14,-1,9,7,3,-5,4,2
CC(=O)N(C1=NCCCS1)c1ccc(F)cc1,22,2,2,9,3,5,-3,0,6
CCC(=NCc1cccnc1)c1c(O)n(C2CCCCC2)c(=O)[nH]c1=O,2,14,26,13,2,5,14,2,4
COc1cccc(-c2nc(CS(=O)CC(=O)N3CCC4(CC3)OCCO4)c(C)o2)c1 (centres undefined),15,1,-10,-2,-5,-2,-5,6,2
CN1CCN(C(=O)COc2ccc3ccccc3c2Br)CC1,-6,9,19,5,-1,1,4,4,6
Cn1cccc1CNCCc1ccccc1F,-2,-84,54*,-8,-2,1,3,4,6
Cc1[nH]c2ccccc2c1/C=N/O,19,-4,.,8,1,-6,4,-6,3
CC1(C)CC(=O)C(C2(O)C(=O)NC(=O)NC2=O)=C(O)C1,13,-28,4,0,0,5,4,10,4
CC(C)(C)n1c(O)c(C=Nc2ccc3c(c2)CCC3)c(=O)[nH]c1=O,14,1,-8,1,0,8,2,2,11
O=C(C1CCN(c2nc3ccc(Br)cc3s2)CC1)N1CCC2(CC1)OCCO2,12,-26,1,0,-4,8,0,8,-26
COc1cc(CN2CCN(c3cc(C)ccc3C)CC2)ccc1O,15,21,2,17,2,5,-3,4,-5
Cc1ccccc1NC1=NCCCS1,5,5,-3,2,0,8,2,7,-3
CNP1(NC)=NC(C(F)(F)F)=NC(C(F)(F)F)=N1,-1,10,10,10,-6,2,15,1,2
CC1=C(C(=O)OC(C)C)[C@]2(C(=O)N(CC(N)=O)c3ccccc32)C(C#N)=C(N)O1,-15,-35,2,16,2,0,3,11,-1
C=Cn1ccnc1P(=S)(c1ccc(N(C)C)cc1)c1nccn1C=C,24,-4,-11,7,2,3,-5,8,0

Ordered by formula weight (ascending): three of the compounds above.
SMILES,AP ELISA ortho,C1s inh,CatL inh,CatG inh,CatB inh,CatB mix inh,CatS inh,FXIa mix inh,FXIIa inh mix
CC1(C)CC(=O)C(C2(O)C(=O)NC(=O)NC2=O)=C(O)C1,13,-28,4,0,0,5,4,10,4
COc1cccc(-c2nc(CS(=O)CC(=O)N3CCC4(CC3)OCCO4)c(C)o2)c1 (centres undefined),15,1,-10,-2,-5,-2,-5,6,2
O=C(C1CCN(c2nc3ccc(Br)cc3s2)CC1)N1CCC2(CC1)OCCO2,12,-26,1,0,-4,8,0,8,-26
